Rpn11 block – Rpn11 (PSMD14) deubiquitinase inhibitors, primary screen, biochemical, fluorescence polarization, uHTS | calls only at 20 µM | human 26S proteasome, Ub4-pepOG fluorescence polarization; 20S core pre-blocked with epoxomicin | 360,000 compounds, 0.59% hits | AID 588493, 2011;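 active = inhibition at 20 µM, scaled to each plate's controls, above about 33%, limit read from the data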
CSN deneddyl inh – inhibitors of CSN-mediated cullin deneddylation, primary screen, biochemical, fluorescence polarization, uHTS. COP9 signalosome complex subunit 5 (Homo sapiens), Q92905. Purified CSN, SCF-Nedd8-OG deneddylation. inhibition, % at 12.5 µM. 360,000 compounds, 0.38% hits. AID 651999, 2013;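 active = pattern-corrected inhibition above about 35%, with an unprinted fluorescence ratio check between 0.5 and 1.5, limit read from the data, passing the limit was not always enough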;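 also: 0% = enzyme with substrate and 100% = substrate without enzyme; some results filed as inactive read as strong as hits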
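Schedule: reaction 90 min, room temperature / Assay system: HEK293T-derived human Csn5 enzyme / Input: Csn5 at 0.24 nM final / Measure: inhibition of Csn5 cleavage, % / Control set: substrate-only high control, full reaction low control / Technique: fluorescence polarization of the substrate / Buffer or medium: Tris/NaCl/DTT buffer, pH 7.5 / Reagent: SCFSkp2-Nedd8OG substrate at 10 nM final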
Neddylation inh – inhibitors of cullin neddylation, primary screen, biochemical, TR-FRET, uHTS, NAE and Ubc12; NEDD8-conjugating enzyme Ubc12 (Homo sapiens) + NEDD8-activating enzyme E1 regulatory …; calls only at 25 µM; 360,000 compounds, 0.58% hits; AID 651699, 2012; in the data active = inhibition above about 36%
Target sequence (P61081 whole entry, looked up): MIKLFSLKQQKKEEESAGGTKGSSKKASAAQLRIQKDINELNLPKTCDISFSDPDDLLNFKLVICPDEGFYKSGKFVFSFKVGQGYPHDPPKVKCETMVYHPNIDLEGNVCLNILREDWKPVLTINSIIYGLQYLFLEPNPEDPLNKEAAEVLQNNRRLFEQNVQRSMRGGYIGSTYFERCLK
Target sequence (Q13564 whole entry, looked up): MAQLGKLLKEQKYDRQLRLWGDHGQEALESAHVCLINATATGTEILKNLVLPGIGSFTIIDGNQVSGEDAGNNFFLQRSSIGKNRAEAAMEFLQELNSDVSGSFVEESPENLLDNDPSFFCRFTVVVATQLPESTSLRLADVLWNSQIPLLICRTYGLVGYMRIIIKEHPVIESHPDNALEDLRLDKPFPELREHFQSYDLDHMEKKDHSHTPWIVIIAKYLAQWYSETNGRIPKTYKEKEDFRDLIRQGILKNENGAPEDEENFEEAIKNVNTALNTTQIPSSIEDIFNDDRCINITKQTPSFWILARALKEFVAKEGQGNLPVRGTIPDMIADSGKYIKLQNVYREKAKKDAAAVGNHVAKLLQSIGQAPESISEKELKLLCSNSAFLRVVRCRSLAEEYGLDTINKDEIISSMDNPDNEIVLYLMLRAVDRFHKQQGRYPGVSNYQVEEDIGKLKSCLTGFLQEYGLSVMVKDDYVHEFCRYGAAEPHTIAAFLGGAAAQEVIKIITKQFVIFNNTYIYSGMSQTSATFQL
Rin1 Abl inh – inhibitors of Rin1-Abl protein binding, primary screen, biochemical, TR-FRET; inhibition, % at 7.35 µM; Tyrosine-protein kinase ABL1 (Homo sapiens) + Ras and Rab interactor 1 (Homo sapiens), …; 360,000 compounds, 0.4% hits; in the data active = inhibition above about 5%, passing the limit was not always enough
SUMO1 PPI mod – modulators of SUMO1 protein-protein interactions, primary screen, biochemical, uHTS. Small ubiquitin-related modifier 1 (Homo sapiens), P63165. SUMO1 binding to a labelled peptide, TR-FRET, 1 h. inhibition, % at 20 µM. 360,000 compounds, 0.33% hits. AID 602429, 2012; in the data active = inhibition above about 37%
Target sequence (P63165 whole entry, looked up): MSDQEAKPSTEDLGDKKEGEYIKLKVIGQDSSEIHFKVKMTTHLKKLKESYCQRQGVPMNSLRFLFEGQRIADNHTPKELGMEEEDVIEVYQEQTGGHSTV
NadD inh – inhibitors of S. aureus NadD, primary screen, biochemical, colorimetric, uHTS; purified NadD enzyme, colorimetric absorbance read-out; inhibition, % at 20 µM; 360,000 compounds, 0.78% hits; Nicotinate-nucleotide adenylyltransferase NadD (Staphylococcus aureus N315); in the data active = inhibition above about 26%; also: some compounds past the cut are filed as inactive
LMPTP inh – LMPTP phosphatase inhibitors, primary screen, biochemical, fluorescence intensity, uHTS. recombinant LMPTP-A, OMFP fluorogenic substrate. inhibition, % at 20 µM. AID 651560, 2012. 360,000 compounds, 0.22% hits. Low molecular weight phosphotyrosine protein phosphatase (Homo sapiens), P24666;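 active = compounds that cut the enzyme signal by at least half of the control window in the single-dose screen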;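 also: plate controls were DMSO wells with enzyme plus substrate for no effect and substrate without enzyme for full effect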
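Test system – LMPTP-A enzyme · Amount – LMPTP-A at 0.625 nM final in the reaction · Buffer or medium – Bis-Tris pH 6.0, DTT, detergent · Reagent – OMFP 400 µM · Doses – single 20 µM dose · Schedule – reaction 50 min, room temperature, dark · Detection – fluorescence intensity of OMFP turnover product · Evaluation – percent inhibition versus substrate-only and uninhibited controls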
DNMT1 inh – human DNMT1 methyltransferase inhibitors, primary screen, biochemical, molecular beacon, fluorescence, HinP1I cleavage, uHTS. inhibition (reported as % activation of signal), % at 10 µM. 360,000 compounds, 0.83% hits. AID 588458, 2011; in the data active = inhibition above about 50%
STEP inh – STEP phosphatase inhibitors, primary screen, biochemical, fluorescence intensity, uHTS. Tyrosine-protein phosphatase non-receptor type 5 (Homo sapiens), P54829. inhibition, % at 20 µM. recombinant STEP, OMFP fluorogenic substrate. 360,000 compounds, 0.25% hits;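 active = inhibition at 20 µM, scaled per plate between control wells, above about 37%, limit read from the data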;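 also: 0% = DMSO with enzyme and substrate and 100% = substrate only without enzyme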
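Measure: Control-normalized % inhibition with plate pattern correction | Test system: STEP phosphatase, cell-free reaction | Medium: pH 6.0 Bis-Tris with DTT and Tween 20 | Technique: Fluorescence, 480/540 nm | Times: Reaction 20 min, ambient temperature | Doses: Single compound dose of 20 µM, 1% DMSO final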
Scp-1 inhibitor – Scp-1 phosphatase inhibitors, primary screen, biochemical, colorimetric, uHTS | inhibition, % at 20 µM | Carboxy-terminal domain RNA polymerase II polypeptide A small phosphatase 1 (Homo … | Recombinant Scp1, phosphopeptide, malachite green phosphate absorbance | 340,000 compounds, 0.88% hits | AID 493091, 2011;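 active = inhibition above about 50% at 20 µM, limit read from the data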;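 also: plate controls were DMSO wells with enzyme for no effect and wells lacking enzyme for full effect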
Target sequence (Q9GZU7 76-261 limits assumed): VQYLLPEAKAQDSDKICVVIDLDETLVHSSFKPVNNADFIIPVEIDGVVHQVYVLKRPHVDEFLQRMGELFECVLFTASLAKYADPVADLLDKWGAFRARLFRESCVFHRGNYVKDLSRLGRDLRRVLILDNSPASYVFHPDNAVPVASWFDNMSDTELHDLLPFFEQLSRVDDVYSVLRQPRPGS
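Test system: SCP-1 phosphatase catalytic domain, residues 76-261; measured by: colorimetric phosphate reagent with accelerator and stabiliser, absorbance at 630 nm; timing: enzyme reaction 45 min at room temperature, colour 5 min, stabilisation 30 min; also added: Phosphorylated 17-residue peptide substrate; compound dosing: one concentration, 20 µM, with 1.0% DMSO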
Starred values were filed as active, the others as inactive; i = inactive; . = not tested or not shown. Not a hit list; about 3.8% have a hit in one of these screens.

1: O=C(O)c1ccc(S(=O)(=O)Nc2ccc(O)c(Sc3nc4ccccc4s3)c2)cc1
2: Cc1ccc2ncnc(Nc3cccc(C(=O)O)c3)c2c1
3: CC(C)c1ccc(NC(=O)C2CC(=O)N(C3CCCC3)C2)cc1 (centres undefined)
4: C/C(=N\O)C1(C)N(O)C(C)(C)C(c2ccc(F)cc2)=[N+]1[O-] (centres undefined)
5: COC(=O)C(CC(C)C)NC(=O)c1ccc([N+](=O)[O-])cc1 (centres undefined)
6: CCOC(=O)C1=C(COC(=O)c2ccc(OC)c(S(=O)(=O)N3CCOCC3)c2)NC(=O)NC1C (centres undefined)
7: CN(C)S(=O)(=O)c1ccc(N2CCCC2)c(C(=O)Nc2nc(-c3ccc(F)cc3)cs2)c1
8: COc1ccc(-c2csc(N3CCSCC3)n2)cc1

compound no.	1	2	3	4	5	6	7	8
Rpn11 block	i	i	i	i	i	i	i	i
CSN deneddyl inh	2	-1	2	-4	0	1	-3	-1
Neddylation inh	i	i	i	i	i	i	i	i
Rin1 Abl inh	5	1	-1	2	1	1	-2	1
SUMO1 PPI mod	23	5	1	2	-18	-1	-3	-4
NadD inh	1	1	2	-3	-1	4	8	-1
LMPTP inh	0.8	-0.3	0.1	-2.2	-0.3	-0.9	1.6	2.0
DNMT1 inh	4	0	2	0	-5	4	-4	-1
STEP inh	0	2	1	2	2	1	1	8
Scp-1 inhibitor	11	-1	-1	-4	-4	-3	-4	-5

9: C[C@@H]1CN([C@H](C)CO)C(=O)CCCn2nncc2CO[C@H]1CN(C)CC1CC1
10: Cc1cccc(C(=O)OCC(=O)NCCNC(=O)COC(=O)c2cccc(C)c2C)c1C
11: Cc1cc(Cl)c2oc(C(=O)NCC(C)(C)N3CCOCC3)c(C)c2c1
12: CCc1nc2ccc(C(=O)NCCc3c[nH]c4ccccc34)cn2c1N(C)Cc1ccc(N(C)C)cc1
13: OC(COc1ccc(Cl)cc1)CSc1ccccn1 (centres undefined)
14: Cc1ccc(Cl)cc1NC(=S)N(Cc1ccco1)C(C)c1cccs1 (centres undefined)
15: O=C(CSc1nnc(-c2cccs2)n1Cc1ccccc1)N1CCc2ccccc2C1
16: Cc1cc(C(=O)Nc2nc(C)c(C(=O)N(C)C)s2)ccc1[N+](=O)[O-]

compound no.	9	10	11	12	13	14	15	16
Rpn11 block	i	i	i	i	i	i	i	i
CSN deneddyl inh	-2	2	2	5	4	3	4	-6
Neddylation inh	i	i	i	i	i	i	i	i
Rin1 Abl inh	0	-2	-3	2	-1	-1	0	2
SUMO1 PPI mod	3	-54	-4	5	5	1	4	-17
NadD inh	0	9	-3	15	1	-7	1	-3
LMPTP inh	-4.9	-8.8	-0.6	5.3	-1.5	1.2	0.5	-1.0
DNMT1 inh	3	-5	-3	-9	-6	-1	0	11
STEP inh	2	0	-1	1	1	1	-2	-3
Scp-1 inhibitor	.	-7	-9	.	-2	-14	-5	-8

17: CCc1ccc(NC(=O)C(C)OC(=O)c2cccc(S(=O)(=O)N3CCc4ccccc4C3)c2)cc1 (centres undefined)
18: CCOC(=O)c1ccc(N2CN(CCc3ccccc3)CNC2=S)cc1
19: CC(C)(C)Cc1c(-c2ccco2)nc2ccc(Cl)cn12
20: Cc1[nH]n(C(N)=S)c(=O)c1N=Nc1cccc(C(F)(F)F)c1
21: CCc1sc(C(=O)N2CCN(c3ncccn3)CC2)cc1Br
22: CCc1nnc(NC(=O)c2ccc(S(C)(=O)=O)cc2)s1
23: CC(C)(C)OC(=O)NCCCCCNC(=O)c1[nH]cnc1C(=O)Nc1ccc(Cl)cc1
24: Cn1c(=O)c(C#N)c(-c2ccc(F)cc2)c2cc(C(=O)c3cc(Cl)cc(Cl)c3O)cnc21

compound no.	17	18	19	20	21	22	23	24
Rpn11 block	i	i	i	i	i	i	i	i
CSN deneddyl inh	-4	1	8	1	1	2	2	-2
Neddylation inh	i	i	i	i	i	i	i	i
Rin1 Abl inh	2	-2	5	3	0	-5	2	-3
SUMO1 PPI mod	-3	0	-1	-24	7	-1	8	11
NadD inh	2	-3	2	-3	-1	-8	5	24*
LMPTP inh	3.1	-0.3	1.3	-0.1	0.9	-1.5	0.8	4.0
DNMT1 inh	0	1	8	-3	0	0	-23	-3
STEP inh	2	2	0	5	1	0	-1	4
Scp-1 inhibitor	-15	-2	.	-9	4	-11	-6	-14

25: O=C(CN1CCCN(Cc2ccc(F)cc2Cl)C1=O)NCc1ccccc1
26: COc1ccc(C2CC(c3ccc(F)cc3)n3nc(NC(=O)c4ccco4)nc3N2)cc1 (centres undefined)
27: O=C(c1ccc([N+](=O)[O-])s1)N1CCc2ccccc2C1
28: Cc1cccc(OCc2nnc(SCC(=O)Nc3cc(C)on3)n2C)c1
29: Clc1ccc(C2Nc3cccc4cccc(c34)N2)c(Cl)c1
30: O=C(CCSc1nc2ccccc2s1)N/N=C/c1c(O)ccc2ccccc12
31: CCOc1ccc(-n2ccnc(SCC(=O)NC3CCCC3)c2=O)cc1
32: CC(C)CN(C(=O)CN1CCN(S(=O)(=O)c2ccccc2)CC1)c1c(N)n(CC(C)C)c(=O)[nH]c1=O

compound no.	25	26	27	28	29	30	31	32
Rpn11 block	i	i	i	i	i	i	i	i
CSN deneddyl inh	-1	-2	-8	4	4	2	-3	0
Neddylation inh	i	i	i	i	i	i	i	i
Rin1 Abl inh	3	2	-5	-1	0	1	-1	1
SUMO1 PPI mod	-3	2	-21	3	-7	-2	-35	4
NadD inh	-1	10	-2	0	8	30*	-2	0
LMPTP inh	0.4	-0.5	-0.3	-1.3	6.4	2.4	-1.5	-0.5
DNMT1 inh	0	0	-3	3	-20	13	3	-4
STEP inh	-3	2	-2	-2	1	3	-4	0
Scp-1 inhibitor	-8	6	-6	-4	21	-7	-6	-9

Single records (already shown). Screens in order: Rpn11 block	CSN deneddyl inh	Neddylation inh	Rin1 Abl inh	SUMO1 PPI mod	NadD inh	LMPTP inh	DNMT1 inh	STEP inh	Scp-1 inhibitor
Cc1cccc(OCc2nnc(SCC(=O)Nc3cc(C)on3)n2C)c1 across the screens: i	4	i	-1	3	0	-1.3	3	-2	-4
CCOc1ccc(-n2ccnc(SCC(=O)NC3CCCC3)c2=O)cc1 across the screens: i	-3	i	-1	-35	-2	-1.5	3	-4	-6
CC(C)CN(C(=O)CN1CCN(S(=O)(=O)c2ccccc2)CC1)c1c(N)n(CC(C)C)c(=O)[nH]c1=O across the screens: i	0	i	1	4	0	-0.5	-4	0	-9
COc1ccc(C2CC(c3ccc(F)cc3)n3nc(NC(=O)c4ccco4)nc3N2)cc1 (centres undefined) across the screens: i	-2	i	2	2	10	-0.5	0	2	6

(list continues)
33: O=S(=O)(c1ccc(NC(=S)Nc2ccccc2)cc1)N1CCOCC1
34: CCOC(=O)c1cc(-c2ccccc2)n(CCC(=O)N2CCN(c3ccccn3)CC2)c1C
35: CC(C)COc1cccc(C(=O)NNC(=O)C2COc3ccccc3O2)c1 (centres undefined)
36: Cc1nn(Cc2ccc(Cl)cc2)c(C)c1NC(=O)c1c(-c2ccccc2)noc1C
37: CN(C)CCN(C(=O)c1cc(Cl)sc1Cl)c1nc2ccc(F)cc2s1
38: CCCCC(CC)c1nnc(NC(=O)c2cccs2)s1 (centres undefined)
39: Cc1ccc(C(=O)Nc2cc(=O)n(C)c(=O)n2C)o1
40: CC1CCCCC1NC(=O)CCN1C(=O)C2C3C=CC(C3)C2C1=O (centres undefined)

compound no.	33	34	35	36	37	38	39	40
Rpn11 block	i	i	i	i	i	i	i	i
CSN deneddyl inh	-7	2	0	2	-2	-5	-1	3
Neddylation inh	i	i	i	i	i	i	i	i
Rin1 Abl inh	-1	2	1	2	0	-1	-3	3
SUMO1 PPI mod	-1	-2	4	2	2	3	-1	-1
NadD inh	4	2	-6	-1	-3	-6	-1	0
LMPTP inh	0.0	1.7	-2.2	-0.5	-1.7	1.4	-2.2	-0.7
DNMT1 inh	-3	-13	3	9	-1	2	-5	2
STEP inh	1	0	-2	0	-3	-4	2	-2
Scp-1 inhibitor	-9	-2	4	-12	-7	-15	-5	-1

41: Cc1cc(NC(=O)/C=C/c2ccccc2)c(C(C)C)cc1O
42: CCOC(=O)c1ccc(NC(=O)CCC(=O)OC)cc1
43: Cc1cccc2nc3ccccc3nc12
44: CC(C)(Cc1cccc(CC(C)(C)C(=O)O)c1)C(=O)O
45: Cn1c(N)c(C(=O)COC(=O)c2cc(-c3ccco3)nc3ccccc23)c(=O)n(C)c1=O

compound no.	41	42	43	44	45
Rpn11 block	i	i	i	i	i
CSN deneddyl inh	-4	-1	1	-1	46
Neddylation inh	i	i	i	i	i
Rin1 Abl inh	0	-1	0	2	0
SUMO1 PPI mod	2	-1	-23	-4	31
NadD inh	6	-6	5	4	59*
LMPTP inh	-0.5	-1.1	-1.5	0.1	62*
DNMT1 inh	-6	3	11	3	110*
STEP inh	2	2	-2	-1	8
Scp-1 inhibitor	-6	-6	-4	-3	73*

Compound activity: PubChem, several laboratories
